Assay outcomes deposited in PubChem BioAssay by Vanderbilt High Throughput Screening Facility.
Cav32 inh: human Cav3.2 channel inhibition, primary screen | Cav3.2-expressing cells, Fluo-4 calcium fluorescence FDSS; active compounds read low | O95180 | 100,000 tested, 4% active | B-score at 10 µM;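 active = single-dose well whose peak fluorescence ratio is a statistical outlier from its plate by either plate-standardised score or position-corrected B-score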
Numbers without * were called inactive. Not all compounds are listed. The share of hits here may be higher or lower than overall.

SMILES	Cav32 inh
O=C(O)c1ccccc1NCN1C(=O)C2CC=C(Cl)CC2C1=O (stereo unspecified)	0.57
Cc1ccc(Nc2nc(-c3ccc(S(=O)(=O)N4CCCC4)cc3)cs2)cc1C	0.34
C#CCN(C)CC/C=C1\c2ccccc2CSc2ccccc21	-0.71
CN1C(=O)C(O)(C2OC(C)(C)CCC2=O)c2ccccc21 (stereo unspecified)	0.71
O=C(CCCN1C(=O)CCC1=O)Nc1ccc(Cl)c(C(F)(F)F)c1	0.1
Cc1ccc(-n2nnnc2-c2cnoc2-c2cccc(F)c2)cc1	-1.5
CC1CCN(S(=O)(=O)c2ccc3[nH]c(=O)cc(C(=O)O)c3c2)CC1	-1.7
CCc1ccc(N/C(SC)=C(/C#N)C(N)=O)cc1	0.031
Nc1c(C(=O)NC2CCCCC2)nsc1C(=O)OCC(=O)NC1CCCCC1	-0.014
COc1ccc(-c2noc(COc3ccc4c(c3)OCO4)n2)cc1OC	-0.058
O=C(NCCCN1CCOCC1)C1CCC(=O)N1C1CCCCC1 (stereo unspecified)	-0.18
CCOC(=O)COc1ccc(S(=O)(=O)Nc2ccc3c(c2)OCO3)cc1	-1.2
O=C(CN1CCN(c2ncc(C(F)(F)F)cc2Cl)CC1)Nc1ccc2c(c1)OCO2	-1.4
Cc1nn(CC(=O)N2CCN(Cc3ccccc3)CC2)c(=O)c2ccccc12	-1.3
COc1cc2c(cc1OC)CN(C(=S)Nc1ccccc1)CC2	0.51
CCOC(=O)CC(=O)CSc1nc2c(cc1C#N)CCCCCC2	1.9
Cc1csc(NC(=O)CSc2nnc(C)n2Cc2ccco2)n1	0.57
COc1ccc(C2C(C(=O)N3CCCCC3)CCC(=O)N2c2cc(OC)c(OC)c(OC)c2)cc1 (stereo unspecified)	0.87
CC(C)(C)NCC(O)COCc1ccc(Cl)cc1 (stereo unspecified)	0.63
O=C(CCn1nc(-c2ccc(Cl)cc2)c2ccccc2c1=O)NCC1CCCO1 (stereo unspecified)	0.51
Cc1cc(C(=O)CSc2nnc(NCc3ccccc3)s2)c(C)n1C	-0.78
Cc1cc2n(n1)C(c1ccco1)Nc1ccccc1-2 (stereo unspecified)	0.38
O=C(Nc1ccc(F)cc1)NC1(C(=O)NCc2ccc3c(c2)OCO3)CCCCC1	0.17
CCC(=O)Nc1ccccc1Nc1cc(C#N)c(C#N)cc1[N+](=O)[O-]	0.27
Cc1ccc(S(=O)(=O)NC(C)C(=O)Nc2ccccc2C(=O)N2CCCC2)cc1 (stereo unspecified)	0.95
CCN(CC)S(=O)(=O)c1cccc(NC(=O)Nc2cccc(C(F)(F)F)c2)c1	-5.8*
COc1ccc(Cn2c(C3CC3)nc3ccc(NC(C)=O)cc3c2=O)cc1	0.87
CC(=O)Nc1nc(C(=O)Nc2c(C)n[nH]c2C)cs1	0.1
COc1ccccc1NC(=O)CSC(N)=O	-2.8
O=C1C2(CCC13COC(c1ccc(O)cc1)OC3)COC(c1ccc(O)cc1)OC2 (stereo unspecified)	1.7

In the list so far, these contain a cyano group:
SMILES	Cav32 inh
CCc1ccc(N/C(SC)=C(/C#N)C(N)=O)cc1	0.031
CCOC(=O)CC(=O)CSc1nc2c(cc1C#N)CCCCCC2	1.9
CCC(=O)Nc1ccccc1Nc1cc(C#N)c(C#N)cc1[N+](=O)[O-]	0.27

Remaining list, next part:
SMILES	Cav32 inh
O=C(c1cccc(C(F)(F)F)c1)N1CCOC12CCN(c1ncc(C(F)(F)F)cc1Cl)CC2	-2.1
CCOC(=O)c1c(N)sc(C(=O)N2CCCCC2)c1C	-0.96
CC(=O)Oc1ccccc1C(=O)Nc1ccccc1	-0.59
CC1Cc2nc(SCC(=O)c3ccccc3)n(Cc3ccccc3)c(=O)c2S1 (stereo unspecified)	-6.3*
CC(=O)c1c(N2CCN(Cc3ccccc3)CC2)[nH]c(-c2ccccc2)nc1=S	-3
Cc1onc(-c2c(Cl)cccc2Cl)c1C(=O)N/N=C(\N)COc1ccc(Cl)cc1	-5*
O=C(NCc1ccccc1)c1n[nH]nc1-c1ccccc1O	-0.57
COC(=O)C1=C(C)NC(C)=C(C(=O)OC)C1C(=O)OC1CCCCC1=O (stereo unspecified)	0.29
CCCC12CN3CC(C)(CN(C1)C3c1ccc3c(c1)OCO3)C2=O (stereo unspecified)	-0.35
O=c1cc(-c2ccccc2)nc2nc(COc3ccccc3)[nH]n12	-1.4
COc1ccc(S(=O)(=O)Nc2ccc(S(=O)(=O)N3CCCC3)cc2)cc1	-0.075
Cc1cccc(CC2CC(=O)N(C3CCCCC3)C2=O)c1 (stereo unspecified)	-0.96
C/C(CC1CC(COCCC(C)C)OC1=O)=N\NC(N)=S (stereo unspecified)	0.43
Cc1ccc(-n2ncc3c(=O)n(CC(=O)NCC4CCCO4)cnc32)cc1 (stereo unspecified)	0.84
CN(Cc1nc(-c2ccncc2)no1)S(=O)(=O)c1ccc(Br)cc1	-1.3
CCOC(=O)N1CCC(N2C(=O)c3cc(C(=O)NC4CCCCC4)ccc3C2O)CC1 (stereo unspecified)	0.38
Cc1cc(C)c(S(=O)(=O)c2ccccc2)c(OC(=O)c2c(Cl)cc(Cl)cc2Cl)n1	-6.5*
CCN(CC)C(=O)C1CCCN(Cc2ccc(OC)c(C)c2C)C1 (stereo unspecified)	0.61
COc1cccc(CN2CCCN(S(=O)(=O)c3ccc(Br)cc3)CC2)c1	-1.9
CCOC(=O)CC(=O)CSc1nc(C)cc(C)c1C#N	0.57
CCCCOCCCNC(=O)N[C@@H](CC(C)C)C(=O)O	0.23
CCn1c(CSc2nc3ccccc3s2)nnc1SCC(=O)NCC(=O)OC	1.4
Cc1ccc(-n2c(N)c(C(N)=O)sc2=S)cc1	-0.022
C1CCN(c2nc(N3CCCC3)nc(N3CCNCC3)n2)C1	0.41
CC(=O)c1cc(CN2C(=O)c3ccccc3C2=O)cs1	-0.4
O=C(NNC(=O)c1ccccc1Br)c1ccc(SCC2CCCO2)c([N+](=O)[O-])c1 (stereo unspecified)	0.9
Cc1cc(O)c(C(=O)c2ccccc2C(=O)O)cc1C	0.62
COc1cc(OC)c(C2=NOC(C(=O)Nc3c(C)nn(CC(=O)N4CCCC4)c3C)C2)cc1Cl (stereo unspecified)	-2
CCSc1nnc2nc(C)cc(C)n12	0.069
CC1CN(C(=O)C(C)N2C(=O)c3ccccc3C2=O)CC(C)O1 (stereo unspecified)	-1.9
CCO/C(C)=N/n1c2nc3ccccc3nc2c2c(=O)n(C3CCCC3)c(C)nc21	0.11
COc1cccc(S(=O)(=O)NCc2ccc(C(=O)Nc3ccc(Cl)c(Cl)c3)cc2)c1	1.6
C=CC1CN(CC(=O)OC)S(=O)(=O)c2ccccc21 (stereo unspecified)	0.38
CN(C)/C=C/C(=O)/C=C/c1cn(-c2ncc(C(F)(F)F)cc2Cl)c2ccccc12	-0.64
COc1cccc(C2CC(C(F)(F)F)n3nc(C(=O)NCc4cccnc4)cc3N2)c1 (stereo unspecified)	-0.4
COc1ccc(OC)c(NC(=O)C2=C(C)Nc3ncnn3C2c2cccs2)c1 (stereo unspecified)	0.44
COc1ccccc1NC(=O)Cc1noc(CSc2cccc[n+]2[O-])n1	1.3
COCCCn1c(SCC(=O)Nc2ccc(NC(=O)c3ccco3)c(OC)c2)nc2ccccc2c1=O	0.31
CN(C)c1ccnc2sc(C(N)=O)c(N)c12	1.6
Cc1ccc(S(=O)(=O)NC(=O)Nn2c(C)nnc2C)cc1	-1
COc1cc2c(cc1OC)C(c1cc3ccccc3oc1=O)=NC(C)(C)C2	0.67
CN(C)C(CNC(=O)Nc1cccc(Cl)c1)c1cccnc1 (stereo unspecified)	0.49
Cc1nc2cc(Cl)ccc2n1CCO	1.9
COC(=O)c1ccc(C2c3c(n[nH]c3C)C(=O)N2c2ccc(C)cc2)cc1 (stereo unspecified)	-0.25
Cc1c(C(=O)O)sc2nc(C)n(C)c(=O)c12	0.1

Entries listed so far containing an NH in an aromatic ring (6):
SMILES	Cav32 inh
CC1CCN(S(=O)(=O)c2ccc3[nH]c(=O)cc(C(=O)O)c3c2)CC1	-1.7
CC(=O)Nc1nc(C(=O)Nc2c(C)n[nH]c2C)cs1	0.1
CC(=O)c1c(N2CCN(Cc3ccccc3)CC2)[nH]c(-c2ccccc2)nc1=S	-3
O=C(NCc1ccccc1)c1n[nH]nc1-c1ccccc1O	-0.57
O=c1cc(-c2ccccc2)nc2nc(COc3ccccc3)[nH]n12	-1.4
COC(=O)c1ccc(C2c3c(n[nH]c3C)C(=O)N2c2ccc(C)cc2)cc1 (stereo unspecified)	-0.25

(list continues)
SMILES	Cav32 inh
COC(=O)C1=C(C)Nc2c(c(=O)n(C)c(=O)n2C)C1c1cccnc1 (stereo unspecified)	0.79
NCCCC[C@@H]1NC(=O)[C@H](CCC(=O)O)NC(=O)c2cc([N+](=O)[O-])cc(I)c2SC[C@@H](C(=O)NCC(N)=O)NC1=O	1.3
Cc1ccc(-c2noc(CCC(=O)NCC3CCN(Cc4cccc(C)c4)CC3)n2)cc1	0.036
CC(=O)n1cc([C@@H]2C=C(C(=O)N3CCOCC3)O[C@H](OCc3ccc(CO)cc3)C2)c2ccccc21	-0.42
CCOC(=O)c1c(C)n(C)c2ccc(OCC(O)CN3CCCCCC3)cc12 (stereo unspecified)	1.4
O=C1CCC(=O)N1CCCCCc1nc(-c2ccccc2)no1	-1
O=C(CCC1CCCC1)N1CCN(C(=O)c2cccnc2)CC1	-0.22
CCSc1nnc(NC(=O)c2cc(C)nc3ccccc23)s1	1.6
COC(=O)CN(c1ccccc1F)S(=O)(=O)c1ccccc1	0.22
CC(C)(C)OC(=O)N1CCC[C@H]1c1nnc(SC/C=C/c2ccccc2)o1	-2
CCn1c(SCC(=O)N2CCCc3ccccc32)nc2c1c(=O)n(C)c(=O)n2C	-0.16
CCOc1ccc(C2CC(c3ccccc3C)n3ncnc3N2)cc1 (stereo unspecified)	-2.3
COc1ccccc1C(=O)Nc1nc2nc(-c3ccccc3)cc(=O)n2[nH]1	-0.2
COC(=O)c1cc(=O)cc(C(=O)OC)o1	0.69
CCC(=O)Nc1ccc(C(=O)Nc2cccnc2)cc1	-0.43
Cc1nc(SCC(=O)N2CCN(c3ccccc3)CC2)c2oc3ccccc3c2n1	-0.4
O=C(Nc1ccc2nc(SCc3ccc(Cl)cc3)sc2c1)c1ccccc1C(=O)N1CCOCC1	-1.1
O=C(c1ccco1)N1CCN(/C(=N/S(=O)(=O)c2cccs2)c2ccccc2Cl)CC1	1.2
Cc1oc(-c2cccc(Cl)c2)nc1CSc1nc2c(c(=O)[nH]1)CCC2	0.92
CCCCCOC(=O)C1[C@H]2C(=O)N(CCCOC)C[C@]23C=C[C@H]1O3 (stereo partly specified)	-0.026
N#C/C(=C\c1ccc(Cl)cc1)c1n[nH]c(Cn2cncn2)n1	1.3
CCOC(=O)c1ccc(NC(=O)CSc2nc3cccnc3n2C)cc1	0.2
CCOC(=O)C1=NN(C(=O)Nc2cccc(C(F)(F)F)c2)C2C(=O)N(c3cccc(C(F)(F)F)c3)C(=O)C12 (stereo unspecified)	-5.7*
O=C(O)c1cccc(CN2C(=O)CSC2=O)c1	0.54
COc1ccc([C@H]2C=C3CN(C(=O)OC(C)(C)C)S(=O)(=O)[C@H]3C[C@H]2OC(=O)c2cccs2)cc1	-1
COc1ccc(-c2cn(-c3ccc(C)cc3)c(=O)n2CC(=O)Nc2ccc(OC)c(OC)c2)cc1	-1.5
CC(C)CN(C(=O)c1ccc(=O)n(C)n1)c1nc2ccccc2s1	-1.5
O=C1/C(=C\Nc2ccc(OC(F)(F)F)cc2)CCN1c1ncccn1	-0.091
CCSc1nnc2n(-c3ccc(OC)cc3)c(=O)c3c4c(sc3n12)CCCC4	-4.2
Clc1ccc(C2=Nn3c(nnc3-c3cccs3)SC2)cc1	0.79

A second format for two compounds above:
Cav32 inh	Molecule
0.92	Cc1oc(-c2cccc(Cl)c2)nc1CSc1nc2c(c(=O)[nH]1)CCC2
-0.026	CCCCCOC(=O)C1[C@H]2C(=O)N(CCCOC)C[C@]23C=C[C@H]1O3 (stereo partly specified)

Other compounds follow:
SMILES	Cav32 inh
Cc1cc(C)nc(Nc2ccc(N3CCCC3)cc2)n1	-0.68
COc1cccc(C(=O)COc2cccc(NC(=O)c3cccc([N+](=O)[O-])c3)c2)c1	-1.9
Cc1nn(C(C)(C)C)c(OC(=O)c2ccc(Br)o2)c1Sc1ccccc1	-1.9
CCCC(=O)Nc1sc2c(c1C#N)CC(C)(C)NC2(C)C	-0.37
CCC(C)NC(=O)C1c2ccccc2C(=O)N1Cc1ccc(OC)cc1OC (stereo unspecified)	0.67
COc1nc(Nc2ccc(C(C)=O)cc2)nc(OC)n1	0.34
COC(=O)c1ccc(Sc2nnnn2-c2ccccc2)c([N+](=O)[O-])c1	-0.21
O=C(OC1CCOC1=O)c1ccc(-c2nc3ccccc3s2)s1 (stereo unspecified)	0.26
COc1cc(CNCCN2CCOCC2)ccc1OCc1cccc(Cl)c1	-0.65
CCC(=O)N1CCc2cc(S(=O)(=O)N3CCN(c4ccccn4)CC3)ccc21	1.7
CCCC[C@@H]1C[C@H]1[C@@H](NC(=O)c1cccs1)c1ccc(C(F)(F)F)cc1	-2.3
CCc1cccc(CC)c1NC(=O)CN1CC(C)SC1=NC1CCCCC1 (stereo unspecified)	-5.3*
COc1ccc(N2CCN(C(=O)CCN3C(=O)c4ccccc4S3(=O)=O)CC2)cc1	0.75
CCOC(=O)C1CCCN(S(=O)(=O)c2cc(Br)cc3c2N(C(=O)C2CC2)CC3)C1 (stereo unspecified)	0.37
CCCCc1c(O)nc2n(c1=O)CCS2	0.15
COCCCNC(=O)c1cc2c(=O)n3cccc(C)c3nc2n(C(C)C)c1=N	0.67
CCOC(=O)C1CCCN(c2c(NCCN(C)Cc3ccccc3)c(=O)c2=O)C1 (stereo unspecified)	0.6
Cc1cccc2cc(CN(CC3CCCO3)C(=O)c3ccncc3)c(=O)[nH]c12 (stereo unspecified)	0.4
